GLP-1R agonist – qHTS of GLP-1 Receptor Agonists; Glucagon-like peptide 1 receptor (Homo sapiens), P43220; HEK293 GLP-1R CRE-luciferase, luminescence, 4-6 h; cells express a hypersensitive GLP-1R form; Potency, µM (titrated, usually from 45.6 µM), inactives show at the highest dose activation, actives largely listed as activators; 380,000 tested, 0.007% active; AID 624172, 2012; also: potency is read from the fitted curve at half-maximal effect; % of control where 0% means no effect
Target sequence (P43220 whole entry, looked up): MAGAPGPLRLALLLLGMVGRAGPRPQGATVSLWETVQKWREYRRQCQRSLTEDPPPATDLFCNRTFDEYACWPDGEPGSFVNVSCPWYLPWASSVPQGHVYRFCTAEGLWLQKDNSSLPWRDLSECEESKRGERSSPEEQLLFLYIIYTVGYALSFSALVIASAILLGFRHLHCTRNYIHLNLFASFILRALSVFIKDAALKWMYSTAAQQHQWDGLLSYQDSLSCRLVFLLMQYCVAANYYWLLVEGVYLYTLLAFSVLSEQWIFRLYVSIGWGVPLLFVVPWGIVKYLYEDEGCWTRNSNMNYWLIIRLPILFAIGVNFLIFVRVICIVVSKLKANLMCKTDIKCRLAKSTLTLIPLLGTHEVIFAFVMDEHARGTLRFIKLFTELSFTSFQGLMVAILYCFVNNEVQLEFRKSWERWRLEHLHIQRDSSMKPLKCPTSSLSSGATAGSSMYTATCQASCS
D3 ag – qHTS of D3 Dopamine Receptor Agonist: qHTS | D3R DiscoveRx beta-arrestin cells, luminescence, 90 min | max activation, % | 410,000 tested, 0.58% active | AID 652048, 2013; in the data active = max activation above about 30%; also: 0% is about no effect; mostly tested at two doses, the higher about 12 µM
Target sequence (P35462 whole entry, looked up): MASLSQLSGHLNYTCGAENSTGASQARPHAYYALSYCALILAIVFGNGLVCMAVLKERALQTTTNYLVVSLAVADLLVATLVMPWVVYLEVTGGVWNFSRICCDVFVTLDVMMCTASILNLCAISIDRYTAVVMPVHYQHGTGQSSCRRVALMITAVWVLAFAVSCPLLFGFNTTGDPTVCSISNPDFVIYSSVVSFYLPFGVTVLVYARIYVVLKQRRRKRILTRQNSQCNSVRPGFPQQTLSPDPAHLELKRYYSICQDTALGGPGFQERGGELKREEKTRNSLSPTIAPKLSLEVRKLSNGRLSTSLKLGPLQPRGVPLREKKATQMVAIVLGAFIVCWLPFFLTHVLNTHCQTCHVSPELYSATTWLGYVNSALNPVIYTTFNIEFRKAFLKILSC
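Agonist-mode cell screen: cells plated at 1500/well and incubated overnight at 37 °C, then exposed to library compounds for 90 min at 37 °C. Detection reagent was added for 30–60 min at room temperature, and luminescence was read.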
IL-1B inflam inh – qHTS for Inhibitors of Inflammasome Signaling: IL-1-beta AlphaLISA Primary Screen; THP-1 LPS/ATP IL-1B secretion, AlphaLISA, 16 h; active compounds read low; activity change, % at 57.5 µM; 360,000 tested, 4.7% active; AID 743279, 2014; in the data active = activity change below about -50%; inconclusive = mostly about -30% to -49%; also: % is scaled to controls: 0 for no effect and ±100 for the full control effect
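Secreted IL-1B measured by AlphaLISA bead assay after 16 h compound exposure of THP-1 cells; compounds (final up to 57.5 uM) added 1 h before LPS (250 ng/mL) and ATP (1.25 mM) stimulation; lower signal means less secretion.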
HT1080-NT tox – qHTS for induction of synthetic lethality in tumor cells producing 2HG: qHTS for the HT-1080-NT fibrosarcoma cell line; HT-1080-NT fibrosarcoma viability, CellTiter-Glo ATP luminescence, 48 h; Potency, µM (doses to about 46.1 µM), for inactives: top-dose activity, negative = less viability, usual class: cytotoxic; 360,000 tested, 1.6% active;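 also: NT is the 2HG producing partner of a matched IDH1 knockdown line; potency is read from the fitted curve at half-maximal effect; 0% = DMSO-treated cells and -100% = media-only wells without cells; nearly all actives have a fitted effect of over 55% in size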
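Luminescent CellTiter-Glo readout after 48 hours of compound exposure at 37 degrees C defined viability of HT-1080-NT cells. Activity was normalized to DMSO wells and cell-free media wells; concentration-response curves were fitted and assigned curve classes.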
HT1080 IDH1KD tx – qHTS for induction of synthetic lethality in tumor cells producing 2HG: qHTS for the HT-1080-IDH1KD cell line; 360,000 tested, 2% active; AID 686971, 2013; HT-1080 IDH1 knockdown viability, ATP luminescence, 48 h; Potency, µM (series often up to 46.1 µM), inactives show at the top dose activity, negative = toxicity, hits mostly cytotoxic;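 also: potency is read from the fitted curve at half-maximal effect; 0% = DMSO wells and -100% = cell-free medium wells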
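Knockdown cells (IDH1KD HT-1080) received compounds 2 h after plating at 750 cells/well and were kept 48 h at 37 °C in 5% FBS RPMI. A CellTiter-Glo luminescence read gave % activity for curve fitting.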
KB-3-1 tox – qHTS assay for MDR1-selective chemotherapeutics: Primary screen using the parental adenocarcinoma cell KB-3-1. KB-3-1 viability, CellTiter-Glo ATP luminescence, 72 h. Potency, µM (titrated, usually from 46.1 µM), without a hit: top-dose activity change, negative = cytotoxic, hits mostly cytotoxic. 400,000 tested, 1.4% active. AID 1347075, 2019; also: potency is read from the fitted curve at half-maximal effect; % is scaled to controls: 0 for no effect and ±100 for the full control effect; nearly all actives have a fitted effect of over 60% in size
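Parental KB-3-1 viability, qHTS format: 72 h compound exposure, 37 °C; CellTiter-Glo; media-only wells and DMSO plates as controls; concentration-effect fits on corrected data.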
SW480 rerep – A quantitative high throughput screen for small molecules that induce DNA re-replication in SW480 colon adenocarcinoma cells; SW480 DNA re-replication, Hoechst DNA content imaging, 48 h; Potency, µM (highest dose often 46.1 µM), for inactives: at the highest dose re-replication activation, usual class: activators; 340,000 tested, 1.8% active; AID 624297, 2012; also: potency is read from the fitted curve at half-maximal effect; % of control where 0% means no effect; nearly all actives have a fitted effect of over 55% in size
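Cells (250 per well) received 23 nL compound or DMSO by pin tool and were kept 48 hr at 37 C, 5% CO2. Nuclei were then stained with Hoechst for 40 min and scanned for DNA content.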
KB-V1 cytotox – qHTS assay for MDR1-selective chemotherapeutics: Primary screen using the drug-selected MDR subline cells KB-V1; AID 1347076, 2019; 400,000 tested, 3.4% active; Potency, µM (top dose mostly 46.1 µM), inactives show top-dose activity change, negative = cytotoxicity, usual class: cytotoxic; KB-V1 MDR cells viability, CellTiter-Glo, 72 h; also: potency is read from the fitted curve at half-maximal effect; % is scaled to controls: 0 for no effect and ±100 for the full control effect; nearly all actives have a fitted effect of over 60% in size
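Readout: CellTiter-Glo luminescence, 10 min after addition. Cells: KB-V1 MDR subline, 72 h at 37 degrees C with compound. Analysis: corrected, normalized data fitted to concentration-effect curves.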
DRD3 antagonist – qHTS of D3 Dopamine Receptor Antagonist: qHTS; max response, negative = inhibition, %; D(3) dopamine receptor (Homo sapiens), P35462; D3R cells, DiscoveRx beta-arrestin luminescence, antagonist mode; active compounds read low; 360,000 tested, 2.5% active; in the data active = max response below about -50%; inconclusive = no clear call, values can overlap the other calls; also: % is scaled to controls: 0 for no effect and ±100 for the full control effect; mostly tested at two doses, the higher about 12 µM
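Cells expressing the human receptor were seeded at 1500 cells/well, incubated overnight at 37 degrees C in 5% CO2, then exposed to library compounds with dopamine controls for 90 minutes at 37 degrees C before luminescent detection.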
* hit, by the source's call; i = inactive; ? = inconclusive; / = no result given; [ ] = dose if it differs, or a comment. Unless noted, calls follow the shape of the dose curve; as a rule, active = well fitted curve in the direction sought with a large enough effect; inconclusive = small, poorly fitted or top-dose-only effect, or another doubt; inactive = no such curve, though single readings can be large; an effect the other way counts as inactive or inconclusive.

compound	HT1080-NT tox	IL-1B inflam inh	KB-V1 cytotox	GLP-1R agonist	DRD3 antagonist	HT1080 IDH1KD tx	KB-3-1 tox	SW480 rerep	D3 ag
CC(C)c1cccc(C(C)C)c1NC(=O)Cn1c(=O)cnc2ccccc21	-3%	16	2%	-1%	-10	1%	1%	1%	-3
CCOC(=O)Cc1csc(/N=C/c2c(O)n(-c3ccccc3C(F)(F)F)c(=O)c3ccccc23)n1	-2%	32	12%	-3%	36	-12%	?	-5%	1
COc1ccc(NC2CCCN(C(=O)CCN3CCOCC3)C2)cc1 (centres undefined)	14%	-7	0%	0%	-2	0%	6%	-6%	2
CC(C)C[C@@H](N)c1nnc(SCC(=O)c2ccc(Cl)cc2)o1	3%[9.24 µM]	-4	-19%	6%	-5	-24%	1%	-3%	7
Cc1cc(C(=O)COc2ccc3ccc(=O)oc3c2)c(C)n1Cc1cccs1	-5%	26	-27%	-4%	25	0%	-5%	-3%	13
CCN(CC)C(=O)Oc1ccc2c(=O)c(-c3ccc(OC)cc3)c(C)oc2c1	-4%	-7	9.2µM*	5%	-9	-22%	5%	2%	2
CC1CCN(c2nnc(-c3ccccc3)c3ccccc23)CC1	2%	-99*	-21%	18%	-6	-3%	1%	1%	0
CCOc1ccc(CCNc2cc(C)nc3ncnn23)cc1OCC	-13%	65	-15%	7%	-2	-10%	-10%	-8%	2
Cc1cccc(NS(=O)(=O)c2ccc(C)c(C(=O)NC3CCN(Cc4ccccc4)CC3)c2)c1	-10%	-21	0%	-1%	?	-11%	-16%	2%	-8
COc1ccc(OC)c(NC(=O)C2(C)CCN2CCc2ccccc2)c1 (centres undefined)	?	16	-4%	25%	-12	?	0%	/	1

The list goes on.
compound	HT1080-NT tox	IL-1B inflam inh	KB-V1 cytotox	GLP-1R agonist	DRD3 antagonist	HT1080 IDH1KD tx	KB-3-1 tox	SW480 rerep	D3 ag
O=C(COc1ccccc1)Nc1cc(NC(=O)COc2ccccc2)cc(C(=O)O)c1	-17%	43	6%	11%	11	-20%	8%	-5%[9.22 µM]	5
CCOc1ccc(NC(=O)CC(NCc2ccccn2)C(=O)O)cc1 (centres undefined)	1%	32	0%	-4%	-1	9%	12%	3%	5
O=C(c1cccc(Oc2ccccc2)c1)N1CCN(c2ccccn2)CC1	-17%	-5	-14%	22%	0	-5%	-10%	4%	-4
O=C(CNC(=O)c1ccccc1)NCc1ccc(Cl)cc1	8%	5	17%	8%	4	19%	2%	-2%	8
CC(C)NCc1nnc(-c2ccc(Cl)cc2)o1	0%	-6	-3%	4%	-9	-3%	1%	7%	-4
Clc1ccccc1CN(Cc1ccccc1)C(c1cccs1)c1nnnn1C1CCCC1 (centres undefined)	-1%	?	?	-7%	-13	-15%	?	-1%[9.22 µM]	-8
CCOc1cc([N+](=O)[O-])cc(/C=N/NC(=O)c2c(-c3ccccc3)noc2C)c1O	?	132	?	-6%	-29	?	?	8.2µM*	-11
CC1(CC(=O)N/N=C/c2cc3c(cc2Br)OCO3)OCCO1	-9%	?	-19%	5%	15	-15%	5%	-3%	2
CCCC(=O)Nc1nnc(SCC)s1	2%	13	-21%	1%	38	-1%	-10%	-8%	-3
CCOC(=O)C1(CC/C(C)=N\NC(N)=O)CC(C)OC1=O (centres undefined)	7%	11	8%	-1%	23	3%	-5%	1%	5

Going on with the list:
compound	HT1080-NT tox	IL-1B inflam inh	KB-V1 cytotox	GLP-1R agonist	DRD3 antagonist	HT1080 IDH1KD tx	KB-3-1 tox	SW480 rerep	D3 ag
COc1cc(OC)cc(C(=O)NCC(=O)OCC(=O)N2CCc3ccccc32)c1	3%	15	-1%	9%	-4	8%	0%	-41%[inhibitor]	3
CC(=O)Nc1ccc(SCC(=O)NC(=O)c2ccccc2Br)cc1	-3%	-3	-7%	1%	-19	-4%	-1%	-4%	-5
CCOC(=O)C1=C(C)NC(=O)NC1c1ccc2c(c1)OCCO2 (centres undefined)	18%	15	4%	-1%	4	14%	8%	16%	5
C[C@H](CO)N1C[C@H](C)[C@@H](CN(C)C(=O)Nc2ccc(C(F)(F)F)cc2)Oc2ccc(NS(=O)(=O)c3cccs3)cc2C1=O	0%	-8	-13%	-5%	12	0%	-3%	0%	30*
COc1cc(C(C)=O)ccc1OCc1cn(CC(=O)c2ccc(O)cc2)nn1	4%	-3	19%	0%	-72*	2%	1%	-4%	3
COCCNC(=O)c1cccc(OC2CCN(Cc3ccccc3OC(F)F)CC2)c1	1%	75	18%	0%	8	1%	0%	-14%	-11
COc1ccccc1CCNC(=O)CSc1nnc2ccc(-c3ccncc3)nn12	12%	?	-2%	-1%	-19	0%	-3%	-2%	-17
COc1cccc(C(=O)Nc2nnc(CCS(=O)(=O)c3ccc(C)cc3)s2)c1	-7%	16	/	2%	10	-6%	/	-7%	2
Cc1ccccc1OC(C)C(=O)N1CCN(c2ccccn2)CC1 (centres undefined)	7%	4	3%	-2%	-2	5%	14%	-6%	0
COc1ccc(CN=CC2=C(O)CNC2=O)cc1OC	12%	-26	?	-10%	0	12%	1%	-1%	2

Next section.
compound	HT1080-NT tox	IL-1B inflam inh	KB-V1 cytotox	GLP-1R agonist	DRD3 antagonist	HT1080 IDH1KD tx	KB-3-1 tox	SW480 rerep	D3 ag
O=C(OCc1ccccc1F)c1cnc(Cl)c(Cl)c1	0%	-15	?	9%	-15	-13%	11%	-7%	7
CC1CCN(C(=O)CN2C(=O)C(=O)N(C(C)C)C2=O)c2ccccc2S1 (centres undefined)	3%	-3	?	-2%	-22	-2%	-13%	-12%	0
CCN(CC)S(=O)(=O)c1ccc(NC2CCCc3ccccc32)nc1 (centres undefined)	-25%	-17	0%	1%	-4	-16%	?	10%	5
O=C(CSc1nnc(-c2ccc3c(c2)OCO3)o1)Nc1ncc(C(F)(F)F)cc1Cl	-1%	25	?	-3%	0	0%	?	-6%	-10
O=C(CSc1nnc(-c2cccc(S(=O)(=O)N3CCCCC3)c2)o1)NCCC1=CCCCC1	-4%	11	-6%	2%	11	-8%	0%	9%	-6
CCN1CCc2c(sc(NC(=O)c3ccc(S(=O)(=O)N(C)CC4CCCO4)cc3)c2C(N)=O)C1 (centres undefined)	-3%	i	-24%	-2%	?	-10%	24%	-16%	-7
Cc1csc(NC(=O)c2ccc(S(C)(=O)=O)cc2)n1	15%	-15	-18%	5%	11	17%	8%	0%	3
O=C(CN1C(=O)c2cccc([N+](=O)[O-])c2C1=O)N1CCN(S(=O)(=O)c2ccccc2)CC1	10%	8	13%	-4%	0	6%	-11%	-13%	-7
C/C(=N/NC(=O)c1ccco1)c1ccc(NC(=O)c2ccc(F)cc2)cc1	0%	-11	-30%	10%	12	13%	4%	?	-7
CCS(=O)(=O)c1ccc(O)c(NC(=O)Nc2ccccc2)c1	-4%	12	0%	-2%	-14	-4%	0%	1%	-11

Sorted by SMILES length (smallest number first): part of the list above.
compound	HT1080-NT tox	IL-1B inflam inh	KB-V1 cytotox	GLP-1R agonist	DRD3 antagonist	HT1080 IDH1KD tx	KB-3-1 tox	SW480 rerep	D3 ag
O=C(OCc1ccccc1F)c1cnc(Cl)c(Cl)c1	0%	-15	?	9%	-15	-13%	11%	-7%	7
Cc1ccccc1OC(C)C(=O)N1CCN(c2ccccn2)CC1 (centres undefined)	7%	4	3%	-2%	-2	5%	14%	-6%	0
CCS(=O)(=O)c1ccc(O)c(NC(=O)Nc2ccccc2)c1	-4%	12	0%	-2%	-14	-4%	0%	1%	-11
CCN(CC)S(=O)(=O)c1ccc(NC2CCCc3ccccc32)nc1 (centres undefined)	-25%	-17	0%	1%	-4	-16%	?	10%	5
C/C(=N/NC(=O)c1ccco1)c1ccc(NC(=O)c2ccc(F)cc2)cc1	0%	-11	-30%	10%	12	13%	4%	?	-7
COc1cccc(C(=O)Nc2nnc(CCS(=O)(=O)c3ccc(C)cc3)s2)c1	-7%	16	/	2%	10	-6%	/	-7%	2
O=C(CSc1nnc(-c2ccc3c(c2)OCO3)o1)Nc1ncc(C(F)(F)F)cc1Cl	-1%	25	?	-3%	0	0%	?	-6%	-10
O=C(CSc1nnc(-c2cccc(S(=O)(=O)N3CCCCC3)c2)o1)NCCC1=CCCCC1	-4%	11	-6%	2%	11	-8%	0%	9%	-6
CCN1CCc2c(sc(NC(=O)c3ccc(S(=O)(=O)N(C)CC4CCCO4)cc3)c2C(N)=O)C1 (centres undefined)	-3%	i	-24%	-2%	?	-10%	24%	-16%	-7
O=C(CN1C(=O)c2cccc([N+](=O)[O-])c2C1=O)N1CCN(S(=O)(=O)c2ccccc2)CC1	10%	8	13%	-4%	0	6%	-11%	-13%	-7

Other records
compound	HT1080-NT tox	IL-1B inflam inh	KB-V1 cytotox	GLP-1R agonist	DRD3 antagonist	HT1080 IDH1KD tx	KB-3-1 tox	SW480 rerep	D3 ag
Cc1cc2nc3c(nc2cc1C)C1(C(=O)N(C)C)CCC3(C)C1(C)C (centres undefined)	3%	10	29%	19%	0	4%	-4%	-2%	1
CCOC(=O)C(C)n1nc(C)c2sc3ccccc3c2c1=O (centres undefined)	11%	19	21µM*	33%	-16	6%	-2%	10%	11
CCCNC(=O)CSc1n[nH]c(=O)n1CCc1ccccc1	4%	0	14%	0%	1	9%	12%	-26%	1
Cc1ccc(N(CC(=O)Nc2cc(C)cc(C)c2)S(=O)(=O)c2c(C)noc2C)cc1	18µM*	-13	?	0%	-2	?	?	?	-7
O=c1[nH]c2cc(Cl)c(Cl)cc2o1	7%	22	?	6%	-14	15%	-1%	-4%	4

Screening results as filed in PubChem BioAssay.
